Compound activity: PubChem, several laboratories
GLD-1 TGE inh: GLD-1-TGE RNA interaction inhibition (C. elegans); purified GLD-1 + fluorescein TGE RNA, fluorescence polarization; Q17339; actives 0.44% (n = 320,000); AID 2280; inhibition, % at 5.96 µM;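 active = percent inhibition above a per-plate cutoff, the plate mean of test compounds plus 3 SD, cut at about 30% in these data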;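 note: 0% = DMSO wells with GLD-1 and probe and 100% = wells lacking GLD-1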
Target sequence (Q17339 whole entry, looked up): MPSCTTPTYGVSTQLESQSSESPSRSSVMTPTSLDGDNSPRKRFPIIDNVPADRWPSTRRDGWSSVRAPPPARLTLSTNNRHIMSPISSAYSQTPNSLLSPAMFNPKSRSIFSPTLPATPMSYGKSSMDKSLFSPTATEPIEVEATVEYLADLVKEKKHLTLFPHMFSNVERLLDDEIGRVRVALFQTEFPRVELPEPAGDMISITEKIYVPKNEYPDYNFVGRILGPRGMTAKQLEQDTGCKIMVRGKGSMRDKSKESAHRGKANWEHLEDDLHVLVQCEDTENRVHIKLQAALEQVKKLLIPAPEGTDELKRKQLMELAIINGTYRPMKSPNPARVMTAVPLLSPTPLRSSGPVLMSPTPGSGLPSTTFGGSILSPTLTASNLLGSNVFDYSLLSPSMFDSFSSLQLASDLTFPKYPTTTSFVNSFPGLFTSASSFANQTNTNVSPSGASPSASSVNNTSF
Yeast superoxide: caloric restriction mimetics inhibiting age-related superoxide in yeast. superoxide response (% of plate mean), % at 10 µM. S. cerevisiae aged cells, superoxide DHE fluorescence; hits give low values. actives 0.18% (n = 330,000). AID 2690;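 active = superoxide response under a set limit, about three screen SD below normal, cut at about 65% in these data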;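 note: yeast aged for seven days with compound at 30 °C before DHE staining; 100% = average MFI of all compound-treated wells on the plate with controls excluded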
Fam108B inh: counter-screen for RBBP9 inhibitors: inhibitors of mouse Fam108B | actives 0.33% (n = 300,000) | inhibition, % at 9.51 µM | AID 1947 | recombinant Fam108B, FP-Rh probe fluorescence polarization;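 active = inhibition above the screen mean inhibition plus 3 SD, computed separately per campaign, cut at about 18% in these data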;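 note: inhibitors lower polarization as less probe binds the enzyme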
ZTA DNA inh: blocks Epstein-Barr virus ZTA, an EBNA-1 counter-screen; P03206; actives 0.15% (n = 320,000); inhibition, % at 11 µM; ZTA-DNA binding, fluorescence polarization; AID 2234; in the data active = inhibition above about 33%
Target sequence (P03206 whole entry, looked up): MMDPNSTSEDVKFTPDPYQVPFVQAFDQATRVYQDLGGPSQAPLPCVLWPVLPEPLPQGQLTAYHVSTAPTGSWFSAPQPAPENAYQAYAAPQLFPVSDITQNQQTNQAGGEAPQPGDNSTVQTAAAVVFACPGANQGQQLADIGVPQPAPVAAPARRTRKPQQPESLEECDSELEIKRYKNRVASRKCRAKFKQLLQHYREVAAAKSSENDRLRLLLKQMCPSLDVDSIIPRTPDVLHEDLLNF
MEX-5 binding: C. elegans MEX-5 TCR-2 RNA binding activity; actives 0.38% (n = 300,000); MEX-5/FITC-TCR2 RNA binding, fluorescence polarization; hits give low values; Q9XUB2; AID 1832; activity score (negative = inhibition of binding), % at 10 µM;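 active = inhibition past about -25% in most replicates, and total fluorescence under double the plate's negative control median, limit read from the data; inconclusive = replicates evenly split on the limit, or fluorescence at least double controls; inactive = too little inhibition in most replicates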;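 note: 0% = DMSO and -100% = 5 µM competing unlabeled TCR2 RNA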
Efflux pump inh: antifungal efflux pump inhibition, Nile Red retention; S. cerevisiae Candida pump triplex; inhibition, % at 10 µM; actives 0.44% (n = 330,000); AID 485275;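 active = plate passing quality check with inhibition over a set limit, or well fluorescence over plate mean plus 4 SD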;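 note: Nile Red retained in pooled yeast measured as flow cytometry median fluorescence; 0% = buffer negative control and 100% = Enniatin B positive control; higher means more Nile Red kept so more efflux inhibition; some compounds called inactive have numbers as strong as hits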
EBNA-1 inhibitor: blocks EBNA-1 binding to DNA | actives 0.34% (n = 300,000) | inhibition, % at 14.8 µM | EBNA-1 DNA binding, fluorescence polarization; in the data active = inhibition above about 28%
MCL1-BIM inh: MCL1-BIM-BH3 interaction inhibition (human). actives 0.68% (n = 320,000). Q07820. inhibition, % at 10.9 µM. AID 2057. GST-MCL1 / FITC-Bim-BH3 fluorescence polarization;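 active = inhibition above the mean inhibition of all tested compounds plus 3 SD, set per campaign, cut at about 40% in these data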;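 note: 0% = DMSO wells and 100% = unlabeled Bim-BH3 peptide control; higher means more loss of mP so more displacement of Bim peptide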
Target sequence (Q07820 whole entry, looked up): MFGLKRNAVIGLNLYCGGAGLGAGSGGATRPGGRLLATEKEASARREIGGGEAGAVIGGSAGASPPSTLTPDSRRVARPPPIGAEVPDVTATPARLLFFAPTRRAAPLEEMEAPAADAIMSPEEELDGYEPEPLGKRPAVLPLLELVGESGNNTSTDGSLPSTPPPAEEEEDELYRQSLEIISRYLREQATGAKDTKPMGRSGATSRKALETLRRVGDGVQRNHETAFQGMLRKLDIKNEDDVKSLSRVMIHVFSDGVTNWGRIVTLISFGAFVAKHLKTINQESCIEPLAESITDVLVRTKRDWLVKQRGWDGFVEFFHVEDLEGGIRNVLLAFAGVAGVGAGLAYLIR
Bcl-xL primary: blocks human Bcl-xL binding to Bim BH3 peptide; GST-Bcl-xL / FITC-Bim BH3 peptide fluorescence polarization; actives 0.7% (n = 320,000); inhibition, % at 10.9 µM; Q07817;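 active = inhibition above the mean of all tested compounds plus 3 SD, cutoff set per campaign, cut at about 30% in these data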;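 note: 0% = DMSO wells and 100% = unlabeled Bim-BH3 peptide competitor; inhibitors lower millipolarization by displacing the labeled peptide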
Numbers without * were called inactive; ? = inconclusive; . = no result given. Only part of the results is shown (hit frequency here may not be typical).

Sample of the layout, 3 compounds:
Every second line gives: GLD-1 TGE inh	Yeast superoxide	Fam108B inh	ZTA DNA inh	MEX-5 binding	Efflux pump inh	EBNA-1 inhibitor	MCL1-BIM inh	Bcl-xL primary
O=C(c1cc(-c2cccnc2)nc2ccccc12)N1CCC2(CC1)OCCO2
 : 3	82	1	-1	-0.3	-0.1	12	1	2
COc1ccc(-n2c(O)c(C(C)=NCc3ccco3)c(=O)[nH]c2=O)cc1
 : -3	109	-1	16	-1.0	0.0	0	-5	-1
CCOC(=O)C(O)(c1ccc(N)c(OC)c1)C(F)(F)F (configuration not stated)
 : 7	99	-10	-13	0.3	0.0	12	6	2

The listing, previewed entries included:
Every second line gives: GLD-1 TGE inh	Yeast superoxide	Fam108B inh	ZTA DNA inh	MEX-5 binding	Efflux pump inh	EBNA-1 inhibitor	MCL1-BIM inh	Bcl-xL primary
O=C(c1cc(-c2cccnc2)nc2ccccc12)N1CCC2(CC1)OCCO2
 : 3	82	1	-1	-0.3	-0.1	12	1	2
COc1ccc(-n2c(O)c(C(C)=NCc3ccco3)c(=O)[nH]c2=O)cc1
 : -3	109	-1	16	-1.0	0.0	0	-5	-1
CCOC(=O)C(O)(c1ccc(N)c(OC)c1)C(F)(F)F (configuration not stated)
 : 7	99	-10	-13	0.3	0.0	12	6	2
CN1CCN(c2c(F)cc([N+](=O)[O-])c(N)c2Br)CC1
 : -3	113	-7	1	-1.0	0.1	3	2	3
CCOc1ccccc1CN1CCCC(C(=O)c2cc(F)ccc2F)C1 (configuration not stated)
 : -3	86	1	5	2.4	0.0	-4	-4	-2
CC(=O)N1N=C2C3CCN(CC3)C2C1c1ccc(C)cc1 (configuration not stated)
 : 6	112	-3	3	0.8	0.1	-6	-4	-5
CN1C(=O)c2ccccc2NC(=O)C1Cc1ccccc1 (configuration not stated)
 : 1	100	-3	0	-0.5	0.3	-2	6	5
COc1cc(CC2(CCc3ccncc3)C(=O)NC(=O)NC2=O)cc(OC)c1OC
 : 0	88	-1	1	-1.0	0.1	-4	1	1
Cc1cc(Oc2ccc(C(F)(F)F)cc2[N+](=O)[O-])c2c3c(c(=O)oc2c1)CCCC3
 : 9	92	1	10	1.6	-1.9	9	15	9
COc1ccc(-n2nc(C(=O)NCC(=O)N3CCC4(CC3)OCCO4)c3ccccc3c2=O)c(OC)c1
 : 4	126	14	1	0.5	-0.3	0	5	8
CCOc1ccc2nc(N=Nc3c(O)[nH]c(=O)[nH]c3=O)sc2c1
 : 4	122	-4	4	-18	-0.1	7	-2	1
C=CCN1CC[C@]23c4c5ccc(O)c4OC2C(=O)CC[C@@]3(O)C1C5 (some centres not stated)
 : -2	91	-2	9	-0.9	0.0	-3	8	4
CCCCCCC[n+]1ccc(-c2cc[n+](CCCCCCC)cc2)cc1
 : 1	117	-1	6	-3.3	1.1	-5	-7	-3
COC(=O)C1=C(c2ccc(Cl)c(C(F)(F)F)c2)C[C@@H]2CC[C@H]1N2C
 : -2	96	.	-13	.	-0.2	.	9	8
O=C(CN1CC(c2ccccc2)CC1=O)NCc1ccc(F)cc1 (configuration not stated)
 : 1	112	-2	-11	-1.3	0.7	-7	6	6
COc1cc(O)cc2c1C(=O)O[C@@H](C)CCCC(=O)CCCCC2
 : -8	98	-2	6	-1.3	0.3	-22	-2	1
Oc1ccc(Cl)c(Cl)c1
 : 0	94	.	-7	.	0.2	.	-2	2
O=[N+]([O-])c1ccccc1CNCCc1ccc(F)cc1
 : 6	112	-1	5	0.2	0.0	-5	6	7
O=C(CN1CCOCC1)c1ccc2cc[nH]c2c1
 : 6	149	-3	-19	-3.3	0.2	-2	3	7
CC12CC[C@H]3[C@@H](CCC4(O)C[C@H](O)CCC34/C=N/NC(=O)c3ccccc3[N+](=O)[O-])C1(O)CCC2C1=CC(=O)OC1 (some centres not stated)
 : 10	106	4	-5	-0.1	0.1	6	-1	-1
CC/C(=N\N1CCN(C)CC1)c1c(O)[nH]c(=O)[nH]c1=O
 : 7	111	4	-14	0.0	0.0	-19	0	-1
CS(=O)(=O)NNP(=O)(NNS(C)(=O)=O)NC(=O)c1ccc(Br)cc1
 : 4	83	1	-6	-1.4	0.0	3	-4	-1
Cc1cc(NC(=O)CCC(=O)N2CCC3(CC2)OCCO3)no1
 : 6	107	-2	5	-2.2	0.2	21	-1	6
COc1ccccc1NC1=NCCS1
 : 1	113	1	1	2.9	0.0	11	5	3
CCCN(CCC)C1CCc2ccc(O)cc2C1 (configuration not stated)
 : 3	96	0	14	.	-0.1	6	-3	6
CN(C)c1ccc(/C=C2/C(=N\O)C3CCN2CC3)cc1
 : 17	98	-3	0	-6.4	0.0	4	3	14
O=c1[nH]c(=O)n(-c2ccccc2)c(O)c1/C=C/C=Nc1ccccc1
 : -210	105	-8	-21	?	-0.1	-1	-268	-129
O=C1CN=C(c2ccccc2)c2ccccc2N1
 : 2	100	-2	-4	0.6	0.0	-5	-6	1
CC(=O)Nc1ccc(OC(=O)N2CCCCC2)cc1
 : -2	102	1	-9	-2.6	-0.1	-5	10	6
COc1cc2c(c(OC)c1OC)-c1ccc(C(=O)O)cc1[C@@H](NC(C)=O)CC2
 : 0	95	-2	14	-1.1	0.0	0	-8	3
CN(C)C1=C(C#N)C(c2ccccc2)=NP(N(C)C)(N(C)C)=N1
 : 7	86	3	-11	0.5	-0.1	9	9	8
COC(=O)C1=C(c2ccc(F)cc2F)C[C@@H]2CC[C@H]1N2C(=O)NCc1ccc(F)cc1
 : 4	88	.	-9	.	0.1	.	0	-3
CC(C)N1OC2CC1c1nc3ccccc3n1C2 (configuration not stated)
 : 1	103	4	-21	-3.8	0.0	3	8	10
CN1CCc2nc(SCC(=O)OC(C)(C)C)c(C#N)cc2C1
 : 12	101	2	-9	-1.4	0.0	0	16	12
CN1C(=O)C(=Cc2cc([N+](=O)[O-])ccc2N2CCCCC2)C(=O)N(C)C1=O
 : 8	94	-1	-6	2.0	0.2	1	-6	-2
O/N=C1\CCC2CN(C3CCCCC3)CC2C1 (configuration not stated)
 : -3	121	-5	6	-1.7	0.5	-20	7	0
CCSc1nnc([C@@H](N)Cc2c[nH]c3ccccc23)o1
 : -2	94	0	-3	-0.5	0.1	10	5	3
CCN1CCN(c2ccc(NC(C)=O)cc2Cl)CC1
 : -3	119	0	2	0.0	0.0	2	2	1
O=c1c2ccccc2nc(-c2ccccc2)n1-c1ccccc1
 : 3	109	-1	-9	-1.0	-0.1	2	4	0
COc1ccc(OC)c(CN2CCN(C(=O)Cc3ccccc3)CC2)c1
 : 4	94	0	-2	1.3	-0.1	0	0	3

One compound at a time (already shown). Values in the order: GLD-1 TGE inh | Yeast superoxide | Fam108B inh | ZTA DNA inh | MEX-5 binding | Efflux pump inh | EBNA-1 inhibitor | MCL1-BIM inh | Bcl-xL primary
CCSc1nnc([C@@H](N)Cc2c[nH]c3ccccc23)o1 is entered as -2 | 94 | 0 | -3 | -0.5 | 0.1 | 10 | 5 | 3
COC(=O)C1=C(c2ccc(Cl)c(C(F)(F)F)c2)C[C@@H]2CC[C@H]1N2C is entered as -2 | 96 | . | -13 | . | -0.2 | . | 9 | 8
COc1ccc(-n2nc(C(=O)NCC(=O)N3CCC4(CC3)OCCO4)c3ccccc3c2=O)c(OC)c1 is entered as 4 | 126 | 14 | 1 | 0.5 | -0.3 | 0 | 5 | 8
CCCCCCC[n+]1ccc(-c2cc[n+](CCCCCCC)cc2)cc1 is entered as 1 | 117 | -1 | 6 | -3.3 | 1.1 | -5 | -7 | -3

(more compounds)
Every second line gives: GLD-1 TGE inh	Yeast superoxide	Fam108B inh	ZTA DNA inh	MEX-5 binding	Efflux pump inh	EBNA-1 inhibitor	MCL1-BIM inh	Bcl-xL primary
S=C1NC2(CCCCC2)NC12CCCCC2
 : -5	66	3	-6	1.2	-0.3	-2	5	4
C=CCN1C[C@@H](C)N(C(c2ccc(C(=O)N(CC)CC)cc2)c2cccc(OC)c2)C[C@@H]1C (some centres not stated)
 : 7	101	2	2	.	0.1	-2	12	10
N#CC1(c2ccccc2)CCN(C2CC(=O)N(c3cccc(F)c3)C2=O)CC1 (configuration not stated)
 : -3	101	5	-6	1.3	-0.2	-2	11	7
COC(=O)C1=C(c2cccc(Cl)c2)C[C@@H]2CC[C@H]1N2C(=O)NCC1CC1
 : -1	93	.	-9	.	0.1	.	-2	-1
COC(=O)C1=C(c2ccc(Cl)c(C(F)(F)F)c2)C[C@@H]2CC[C@H]1N2C(=O)NCc1cc(C)oc1C(F)(F)F
 : 7	86	.	-7	.	0.5	.	5	2
O=C(Cc1ccccc1)OC(COCc1ccccc1)CN1CCOCC1 (configuration not stated)
 : 5	85	-5	-3	0.1	0.1	-1	-2	4
Cn1cc(C(=O)OCC(=O)Nc2ccccc2)c2ccccc21
 : 5	100	.	-2	.	0.0	.	-4	2
CCOc1ccccc1OCC(=O)Nc1ccc(Cl)cc1C(=O)c1ccccc1
 : 2	107	-4	13	-1.4	-0.2	6	5	3
CCOP(=O)(OCC)C(O)c1ccc(N(C)C)cc1 (configuration not stated)
 : 6	96	2	-5	1.9	0.1	8	8	6
Cc1ccc(-n2c(O)c(C=NC3CCCCC3N)c(=O)[nH]c2=O)cc1C (configuration not stated)
 : -5	101	-6	8	3.5	0.0	16	3	0
CC(C(=O)Nc1ccc(Cl)cc1Cl)N1CC=C(c2ccccc2)CC1 (configuration not stated)
 : 5	99	-3	19	1.0	0.1	-1	4	4
O=c1[nH]c(=O)n(-c2ccc(Cl)cc2)c(O)c1C=NCCN1CCCCC1
 : -12	119	2	-5	-17	0.2	-20	-3	-8
Cc1ccc2c(c1)C1CN(C)CCC1N2C(=O)/C(C#N)=C/c1ccc2c(c1)OCO2 (configuration not stated)
 : 2	109	-4	9	0.1	0.0	7	3	3
N#CC(C#N)=Cc1ccc(O)c(O)c1
 : 1	86	-2	-9	.	0.0	-7	5	6
Cc1ccc2c(CN3CC=C(c4ccccc4)CC3)cc(=O)oc2c1C
 : 4	95	-2	-2	-2.4	-0.1	-3	-2	-1
Cc1cccc(-n2c(C)nc3ccc(Cl)cc3c2=O)c1
 : 10	97	5	2	0.2	0.0	0	-2	8
CCCC(=O)N(C)C1=Nc2ccc(Cl)cc2C(c2ccccc2)=[N+]([O-])C1
 : -4	96	2	4	1.8	-0.1	2	1	4
CCCNC(=O)N1C2CCC1CC(O)(c1cccnc1)C2 (configuration not stated)
 : 8	90	6	-2	-0.2	0.0	-2	3	4
O=C(CN1CC(c2ccccc2)CC1=O)Nc1cccc(F)c1 (configuration not stated)
 : 1	84	-1	-2	-0.9	0.1	2	2	2
COc1ccc(C2CN(C)CC2C(=O)c2ccc(F)cc2)cc1Cl (configuration not stated)
 : 9	95	1	29	0.3	-0.1	0	-4	1
CCN1CCN(CC(c2ccccc2)c2ccccc2)CC1
 : 11	98	5	-17	0.3	-0.1	-13	9	10
Cc1cccc(C)c1OC(=O)Cc1ccccc1
 : 0	101	4	-11	2.3	-0.1	1	1	-2
